# Bioassay records as filed in PubChem BioAssay.
# phage Ecoli inh: E. coli growth loss with phage present. 360,000 compounds, 0.26% hits. AID 651602. inhibition, % at 11.9 µM. growth absorbance; in the data active means inhibition above about 11%
# DAGLB inh: diacylglycerol lipase beta (human) inhibition. Q8NCG7. HEK293T DAGLB membrane lysate, EnzChek fluorogenic substrate. inhibition, % at 5.17 µM. 340,000 compounds, 0.059% hits; in the data active means inhibition above about 34%;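 further: 0% = enzyme with vehicle and 100% = wells lacking enzyme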
# PKA-R1A act: activates the PKA-R1A holoenzyme complex; PKA-R1A dissociation, Cy5-IP20 fluorescence polarization; scaled: DMSO 0%, 113 µM cGMP 100%; activation, % at 11.4 µM; 340,000 compounds, 0.083% hits; AID 504707;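 active means percent activation above the mean of all tested compounds plus 3 SD, cut at about 19% in these data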;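 further: higher means more PKAc released from R1A so a rise in polarization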
# HTR5A inv ag: counter-screen for OPRM1-OPRD1 inverse agonists: human HTR5A inverse agonism; inhibition, % at 9.3 µM; HTR5A cell line, luminescence; 340,000 compounds, 0.083% hits; AID 504634; P47898; in the data active means inhibition mostly above about 23%, no sharp cut-off; inactive means mostly below about 18%;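 further: 0% = cells with DMSO and 100% = no-cell wells with DMSO; some compounds called inactive have numbers as strong as hits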
# Target sequence (P47898 whole entry, looked up): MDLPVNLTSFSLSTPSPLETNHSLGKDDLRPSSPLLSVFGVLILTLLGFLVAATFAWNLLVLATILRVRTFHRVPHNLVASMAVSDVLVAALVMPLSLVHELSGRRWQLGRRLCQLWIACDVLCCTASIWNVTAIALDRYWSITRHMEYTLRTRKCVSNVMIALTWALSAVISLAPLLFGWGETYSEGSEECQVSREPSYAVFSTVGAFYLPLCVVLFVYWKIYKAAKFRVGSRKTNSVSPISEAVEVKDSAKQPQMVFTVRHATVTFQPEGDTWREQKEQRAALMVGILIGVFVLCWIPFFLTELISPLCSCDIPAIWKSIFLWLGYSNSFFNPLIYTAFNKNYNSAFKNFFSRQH
# SUMO Mot1 rescue: SUMOylation pathway inhibition by Mot1-301 growth rescue. S. cerevisiae Mot1-301 growth rescue, ATP luminescence, 38.5C; percent above DMSO median, 100 means doubled. growth rescue, % at 18.8 µM. 320,000 compounds, 1% hits;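 active means every valid replicate shows activation above 250% relative to neutral control wells; inactive means the rest, any valid replicate at or below 250%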;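 further: OY570 slx delta 5 strain wells were the positive control but not used for scaling; some compounds called inactive have numbers as strong as hits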
# PKA-R2B act: activators of human PKA-R2B complex; PKA-R2B holoenzyme dissociation, Cy5-IP20 fluorescence polarization; R2B truncated from residue 108, S112A mutant; 0% DMSO only, 100% 113 µM cGMP; activation, % at 11.4 µM; 340,000 compounds, 0.079% hits; AID 504700;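 active means activation above a cutoff set at the mean over all compounds plus 3 SD, cut at about 18% in these data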;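 further: higher means more holoenzyme dissociation and a rise in polarization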
# HTR5A ag ctr: counter-screen for OPRM1-OPRD1 agonists: human HTR5A agonism; P47898; HTR5A agonist assay, luminescence, cell-based; activation, % at 9.3 µM; 340,000 compounds, 0.61% hits; in the data active means activation mostly above about 9.5%, no sharp cut-off; inactive means mostly below about 7.6%;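 further: 0% = cells with vehicle only and 100% = reference agonist; strong numbers were not always called active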
# Tat export inh: E. coli Tat transport inhibition; E. coli MC4100 TorA-mCherry Tat export, fluorescence; inhibition, % at 10 µM; 340,000 compounds, 0.036% hits;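 active means mean replicate inhibition at least 50% and at least half of replicates individually reaching 50%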;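 further: exported cargo escapes ClpAP degradation while cytoplasmic cargo is degraded and loses fluorescence; 0% = median of neutral control wells and 100% = median of NaSCN control wells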
# CDK5 inh: blocks human CDK5/p35 kinase activity | Q00535+Q15078 | AID 488839 | 330,000 compounds, 0.01% hits | inhibition, % at 10 µM | Recombinant CDK5/p35, ADP-Glo luminescence, 60 min;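 active means highest replicate inhibition of at least 50% and at least 75% of replicates reaching 50%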;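 further: plate controls were DMSO neutral control for no effect and GW8510 at 10 µM for full effect; many of its hits are not listed in these tables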
# Target sequence (Q00535 whole entry, looked up): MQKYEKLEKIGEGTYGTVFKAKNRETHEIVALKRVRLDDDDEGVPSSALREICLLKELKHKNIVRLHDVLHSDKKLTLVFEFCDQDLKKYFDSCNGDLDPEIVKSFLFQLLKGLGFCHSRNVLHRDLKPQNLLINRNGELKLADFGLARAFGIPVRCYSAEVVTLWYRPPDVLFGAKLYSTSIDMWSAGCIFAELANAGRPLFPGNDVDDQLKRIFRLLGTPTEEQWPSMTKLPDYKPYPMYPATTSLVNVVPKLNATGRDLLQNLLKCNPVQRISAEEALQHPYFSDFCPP
# Target sequence (Q15078 whole entry, looked up): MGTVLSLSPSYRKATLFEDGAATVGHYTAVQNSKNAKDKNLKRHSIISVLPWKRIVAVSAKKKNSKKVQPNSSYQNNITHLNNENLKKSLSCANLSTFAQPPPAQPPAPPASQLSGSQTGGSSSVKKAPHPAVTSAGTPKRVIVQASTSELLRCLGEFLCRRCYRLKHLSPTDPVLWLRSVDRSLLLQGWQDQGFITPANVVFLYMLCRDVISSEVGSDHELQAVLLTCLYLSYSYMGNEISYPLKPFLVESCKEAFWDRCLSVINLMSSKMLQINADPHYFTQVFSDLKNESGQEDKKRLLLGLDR
# AddAB inh: less growth of phage-infected E. coli with AddAB; E. coli expressing H. pylori AddAB, absorbance growth; inhibition, % at 11.9 µM; 330,000 compounds, 0.29% hits; AID 435030; in the data active means inhibition above about 12%;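 further: 0% = vehicle wells of infected cells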
# Ecoli viability: bacterial growth inhibition, counter-screen for AddAB inhibitors | E. coli V3065 growth, OD600 absorbance, 18 h | inhibition, % at 11.9 µM | 330,000 compounds, 0.27% hits | AID 449728;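 active means inhibition above the campaign's mean inhibition across all tested compounds plus 3 SD, cut at about 9.9% in these data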;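 further: uninfected addAB+ strain grown without phage in ampicillin broth; 0% = DMSO wells and 100% = ciprofloxacin 0.95 µg/ml wells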
# Numbers without * were called inactive; · = not tested or not shown.
SMILES,phage Ecoli inh,DAGLB inh,PKA-R1A act,HTR5A inv ag,SUMO Mot1 rescue,PKA-R2B act,HTR5A ag ctr,Tat export inh,CDK5 inh,AddAB inh,Ecoli viability
CCC1(C)Cc2nc3[nH]c(=S)n(-c4ccc(C)cc4)c(=O)c3cc2CO1 (stereo not given),3.2,-1,9,13,2,-9,-2,-1,1.4,4.0,-0.2
O=C(NCc1ccccc1Cl)C1CCN(S(=O)(=O)c2ccc(F)cc2)CC1,8.5,-2,3,-6,23,4,2,2,2.0,2.3,8.1
C=CCN1C(=O)C(C)NC1=S (stereo not given),1.3,-1,0,-4,·,0,-3,1,0.5,·,·
O=[N+]([O-])c1ccc(N2CCN(CC3CCCCC3)CC2)cc1,4.9,-7,-6,-6,315,5,2,-8,0.8,3.7,-0.5
O=C(Cn1nnc(-c2ccccc2F)n1)Nc1ccc(S(=O)(=O)NC2CCCC2)cc1,3.1,-10,8,-20,2,1,9,2,-12,0.3,0.2
O=c1cc(O)n(-c2ccccc2)c(=S)[nH]1,3.3,-1,9,-7,-2,1,2,13,-1.2,0.2,-0.4
CC(C)(C)NC(=S)NNC(=O)c1ccccc1Cl,-1.7,0,-6,7,-10,-9,-1,3,0.7,2.3,1.7
CC(C)CN(C(=O)COC(=O)c1ccc([N+](=O)[O-])o1)C1CCS(=O)(=O)C1 (stereo not given),3.1,-1,-2,-4,-11,0,1,-2,0.7,6.2,0.3
Cc1cccc2cc(C3CC(c4cccs4)=NN3S(C)(=O)=O)c(Cl)nc12 (stereo not given),1.7,-2,7,-29,-1,-3,6,-8,-0.1,-0.9,-1.4
Cc1ccc2sc(NC(=O)c3ccc(N4C(=O)CCC4=O)cc3)nc2c1C,-1.9,1,-20,1,-20,3,0,0,-0.3,0.3,-0.2
CN1C(=O)Cc2cc(S(=O)(=O)Nc3ccc(N4CCOCC4)cc3)ccc21,-2.5,0,-2,-1,106,-1,0,-10,0.6,2.0,-0.8
CCn1c(=O)c2sccc2n(CC(=O)NC2CCCC2)c1=O,0.5,0,-1,1,5,2,-3,0,-0.5,1.3,-1.5
CCN1CCCC1CNC(=O)c1[nH]c2ccc(OC)cc2c1C (stereo not given),0.6,-2,-1,-5,385,0,1,3,-0.7,1.3,0.5
CN(C)C(=O)CS(=O)(=O)c1ccc(Cl)cc1,-0.8,0,2,-2,-3,0,7,-5,-0.8,2.0,-0.8
COc1ccc(C(=O)CC(=O)C(=O)Nc2cc([N+](=O)[O-])ccc2OC)cc1,·,3,-2,-22,16,4,6,6,-1.9,0.0,-2.6
O=C(COc1ccccc1[N+](=O)[O-])NCC1(N2CCOCC2)CCCCC1,0.7,-3,-9,-7,22,-5,0,1,1.7,-0.8,1.6
Cc1ccccc1CSCC(=O)NCc1ccco1,1.1,-2,1,-15,-17,-7,-2,-7,2.7,-0.2,-1.9
CC(C)C[C@@H](CO)N1CCN(Cc2ccc(O)cc2)CCC1=O,0.0,-1,2,6,1,-3,2,-3,-1.4,2.7,0.2
Cc1ccc(C)c(OCCCCN2CCCCC2)c1,-1.9,-1,-1,-14,3,-9,4,4,0.4,3.0,-1.6
Cc1ccc(C)c(S(=O)(=O)Nc2nc3ccc(S(N)(=O)=O)cc3s2)c1,2.0,7,-1,10,4,7,-3,3,-4.5,3.4,1.2
COc1ccc(CCC(=O)N2CCc3ccccc32)cc1,0.6,-5,7,-22,-4,3,1,4,0.1,0.2,-0.8
COc1ccc([N+](=O)[O-])cc1N(CC(=O)N1CCCC1)S(C)(=O)=O,3.6,-2,-9,-12,355*,-10,4,-2,-0.3,3.4,2.0
O=C(CN1C(=O)C(=O)N(C2CCCC2)C1=O)Nc1ccc(N2CCOCC2)cc1,2.5,0,3,-4,78,-9,7,-2,0.5,0.3,-2.1
CC12c3ccccc3C(c3ccccc31)C1C(=O)N(c3cccnc3)C(=O)C12 (stereo not given),4.3,0,12,13,-2,-13,-1,-7,-2.1,0.8,-1.9
CN(C)c1ccc(Sc2nnc(NC(=O)Nc3ccc(Cl)cc3Cl)s2)cc1,3.2,-1,0,1,15,-3,6,0,0.2,-0.4,-2.8

# Remaining list, next part.
SMILES,phage Ecoli inh,DAGLB inh,PKA-R1A act,HTR5A inv ag,SUMO Mot1 rescue,PKA-R2B act,HTR5A ag ctr,Tat export inh,CDK5 inh,AddAB inh,Ecoli viability
COc1ccc(-c2nc(CNS(=O)(=O)c3cc(OC)ccc3OC)cs2)cc1,2.2,-1,2,10,4,-9,3,-10,0.9,-4.3,-1.0
CCCN(CC(=O)Nc1ccccc1C)C(=O)CCN1C(=O)c2cccc([N+](=O)[O-])c2C1=O,2.3,0,0,24,-19,-2,1,2,-1.1,3.8,-0.1
Cc1sc2ncnc(N3CCC(C(=O)Nc4nc(-c5ccc(F)cc5)cs4)CC3)c2c1C,4.4,0,-4,-22,·,1,8,-4,-0.4,0.8,0.5
CC(C(=O)Nc1ccc(F)c(F)c1F)N1CCCCCC1 (stereo not given),0.3,-1,-5,4,-2,-12,2,-2,-0.9,1.1,-1.5
O=C(N/N=C(\Cc1ncc[nH]1)c1ccccc1)c1ccncc1,-4.0,0,-10,-1,-10,9,0,7,0.2,-1.2,-2.4
COc1ccccc1NS(=O)(=O)c1cccc(C(=O)N/N=C(\C)c2ccc3c(c2)OCCO3)c1,0.3,-1,-2,-11,-16,-1,3,-14,1.2,0.7,2.2
Cc1ccc(SCC(=O)O/N=C(\N)c2cccnc2)cc1,·,-12,2,0,-12,-1,0,12,2.1,2.1,-1.0
O=C(O)c1ccc(NC2(C(=O)O)CCCC2)cc1,1.5,2,-8,16,·,-2,-4,-6,-0.3,·,·
O=C(O)CSc1cccc2cccc(C(=O)O)c12,2.7,0,4,5,-10,4,-2,-2,-1.4,3.0,0.5
O=C(CNC(=O)c1ccccc1)N/N=C/c1ccccc1Cl,2.9,3,-2,3,·,7,0,22,0.6,3.4,-0.1
CC1=CCC(C(=O)O)(C(=O)N/N=C/c2cccs2)C(c2ccc(Cl)cc2)C1 (stereo not given),0.4,-2,-6,-7,9,-10,-1,6,2.3,-0.8,0.1
CCOC(=O)CN1C(=O)N[C@@H](c2cccc(C(F)(F)F)c2)C(C(C)=O)=C1C,·,1,-1,-1,-7,1,6,-11,-0.2,1.1,-2.1
O=C(NCCc1ccccc1)c1cc2sccc2n1Cc1ccccc1,1.4,-10,-6,-29,1,-5,4,4,-0.6,0.2,1.5
O=S(=O)(Nc1ccccc1)c1ccc(-c2cnc(C3CC3)o2)cc1,1.3,1,0,-18,18,2,-2,2,-0.9,2.3,2.0
COc1cc(=O)[nH]c(SC(C)C(=O)Nc2cccc3ccccc23)n1 (stereo not given),2.8,-1,10,-4,5,2,2,-5,-0.3,4.2,-1.4
CC1(C)Cc2c(C#N)c(N3CCN(C(=O)c4ccccc4)CC3)nc(-c3ccco3)c2CS1,1.8,7,-1,-29,4,1,-2,10,0.7,-0.3,-2.8
Cn1c(=O)c2[nH]c(C3CC=CCC3)nc2n(C)c1=O (stereo not given),0.7,0,-1,-1,·,-10,0,-3,2.6,·,·
CC(=O)Nc1ccc(NC(=O)CNC(=O)c2sc3ccccc3c2Cl)cc1,-0.2,2,-7,-21,-3,-4,8,-14,-0.1,0.2,0.6
CC(C)(C)C(=O)Nc1ccc(S(=O)(=O)NC2=NCCCCC2)cc1,-0.4,1,5,-15,·,0,6,-7,-2.4,-0.8,-2.3
O=C(/C=C/c1cccc(F)c1)NNC(=O)c1ccncc1,1.8,-1,-2,-2,275,-8,1,-7,1.0,2.2,1.3
Cc1nc(SCC(=O)Nc2cc(C)on2)c2c(C)c(C)sc2n1,1.7,2,2,5,-10,6,-3,8,-1.5,-0.1,1.4
O=C(Nc1nc(-c2ccccn2)cs1)C12CC3CC(CC(O)(C3)C1)C2,0.3,0,14,-6,-9,-10,-1,-5,0.8,-1.4,-4.6
CC1CCCC(NC(=O)c2nn(C)c3c2CS(=O)(=O)c2ccccc2-3)C1C (stereo not given),1.9,0,0,5,5,6,0,-8,-0.2,3.2,1.2
COc1ccc(Cl)cc1S(=O)(=O)n1c([N+](=O)[O-])cnc1C,-2.0,1,-1,17,0,12,-5,-5,-2.0,0.7,0.4
O=C(Nc1ccc(S(=O)(=O)NC2=NCCCCC2)cc1)c1ccc(=O)[nH]c1,2.5,0,2,5,15,3,1,-3,-0.7,0.4,1.5

# Next part:
SMILES,phage Ecoli inh,DAGLB inh,PKA-R1A act,HTR5A inv ag,SUMO Mot1 rescue,PKA-R2B act,HTR5A ag ctr,Tat export inh,CDK5 inh,AddAB inh,Ecoli viability
COc1cc2c(cc1OC)CN(CCOc1ccc(Br)cc1)CC2,0.1,-3,8,-5,16,-4,1,1,-0.9,0.2,-0.7
FC(F)(F)c1cccc(NC(=S)Nc2cccc(Cl)c2)c1,10,1,-7,-6,3,-8,2,-2,-0.2,1.2,1.7
Cc1ccccc1OCC(=O)NCC(c1ccco1)N1CCCCC1 (stereo not given),-0.7,-3,-22,1,-16,-2,0,-3,0.2,1.3,1.0
CN1CCN(C(=O)Nc2ccccc2)CC1,-1.6,2,-9,2,-5,1,-1,-8,-0.1,2.5,-0.7
COc1ccccc1CNC(=O)Cn1nnc(-c2ccncc2)n1,0.9,3,0,-30,5,6,-5,-5,0.4,0.3,-1.7
CCc1cccc(CC)c1NC(=S)N1CCn2cccc2C1c1ccncc1 (stereo not given),3.3,3,0,4,44,-4,7,-2,0.3,1.4,2.3
CCOc1ccccc1N1CCN(CC(=O)Nc2cc(C)on2)CC1,3.9,0,2,-12,-3,-4,5,-4,-1.9,2.4,1.9
C=CCn1c(=N)n(CC(=O)OC)c2ccccc21,0.2,2,-2,24,3,-3,4,-1,1.5,3.4,0.5
CO/N=C/c1c(-c2ccccc2)nn(C)c1Cl,1.4,-12,-1,-6,-17,-2,2,-1,-0.2,2.1,2.4
Cc1ccccc1OCCC(=O)NCCc1ccc(S(N)(=O)=O)cc1,2.2,-1,7,-14,28,5,-6,-16,-1.2,2.2,-1.0
O=C(NNC(=S)Nc1ccc(Cl)cc1)c1ccccc1OC(F)F,-1.8,4,2,-28,-12,1,-4,5,3.5,3.6,-4.7
O=C(Nc1cccc(-n2cnnn2)c1)c1ccc(OC(F)(F)F)cc1,1.3,0,-12,-5,-16,3,3,-5,0.0,-0.1,0.2
COc1ccc(N2C(=O)CCC(C(=O)N3CCCCC3)C2c2ccc(F)cc2)cc1 (stereo not given),·,-2,1,-1,-6,-3,5,-2,1.3,5.5,-0.5
CC(C)c1nnc(NC(=O)CCC(=O)N2CCN(Cc3ccc(F)cc3)CC2)s1,2.2,1,-6,12,122,1,0,-3,0.1,2.4,3.4
CCc1cc(=O)oc2cc(C)cc(OC(C)C(=O)NCc3cccnc3)c12 (stereo not given),1.3,1,-6,3,87,-2,1,-8,-0.6,-0.2,0.6
